KB-3-1 tox: KB-3-1 parental cell cytotoxicity; KB-3-1 viability, CellTiter-Glo ATP luminescence, 72 h; Potency, µM (doses to about 46.1 µM), inactives show top-dose activity change, negative = cytotoxic, usual class: cytotoxic; 400,000 compounds, 1.4% hits; AID 1347075; further: potency means the concentration at half of the fitted maximal effect; on the % scale 0 is the no-effect control and ±100 the full control effect; nearly all actives have a fitted effect of over 60% in size
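72 h, 37 °C compound treatment of KB-3-1 parental cells; CellTiter-Glo added, 10 min, luminescence read. Data corrected against DMSO-only plates and normalized before curve fitting.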
ATXN viability: reduces viability in counter-screen for ATXN expression inhibitors. Potency, µM (highest dose often 56.7 µM), usual class: cytotoxic. 400,000 compounds, 0.49% hits. S2 cells (HEK-293 line with an ATXN2-luciferase reporter) viability, CellTiter-Fluor protease fluorescence, 24 h; further: potency means the concentration at half of the fitted maximal effect; nearly all actives have a fitted effect of over 40% in size
HT1080NT lethal: kills 2HG-producing HT-1080-NT fibrosarcoma cells. HT-1080-NT fibrosarcoma viability, CellTiter-Glo ATP luminescence, 48 h. 360,000 compounds, 1.6% hits. AID 686970. Potency, µM (top dose mostly 46.1 µM), for inactives: at the highest dose activity, negative = less viability, usual class: cytotoxic;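 further: NT is the 2HG producing partner of a matched IDH1 knockdown line; potency means the concentration at half of the fitted maximal effect; 0% = DMSO-treated cells and -100% = media-only wells without cells; nearly all actives have a fitted effect of over 55% in size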
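Luminescent CellTiter-Glo readout after 48 hours of compound exposure at 37 degrees C defined viability of HT-1080-NT cells. Activity was normalized to DMSO wells and cell-free media wells; concentration-response curves were fitted and assigned curve classes.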
MCF10A rereplic: induces DNA re-replication in MCF 10a normal breast cells; MCF 10A DNA re-replication, Hoechst nuclear intensity, 48 h; Potency, µM (doses to about 46.1 µM), for the others: at the top dose activity, positive = re-replication, usual class: activators; 350,000 compounds, 2.9% hits; AID 624296; further: potency means the concentration at half of the fitted maximal effect; % of control where 0% means no effect; nearly all actives have a fitted effect of over 50% in size
SW480 rerep: inducers of DNA re-replication in SW480 colon cancer cells | 340,000 compounds, 1.8% hits | Potency, µM (highest dose often 46.1 µM), inactives show at the top dose re-replication activation, most hits filed as activators | AID 624297 | SW480 DNA re-replication, Hoechst DNA content imaging, 48 h; further: potency means the concentration at half of the fitted maximal effect; % of control where 0% means no effect; nearly all actives have a fitted effect of over 55% in size
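Treated cells incubate 48 hr (37 C, 5% CO2), are stained 40 min with Hoechst, and nuclear fluorescence is enumerated; a rise in nuclei with high DNA signal marks re-replication.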
HepG2 viability: counter-screen for TGF-b inhibitors: cytotoxicity in HepG2 cells; 410,000 compounds, 0.76% hits; Potency, µM (series often up to 46.1 µM), without a hit: top-dose activity change, negative = cytotoxicity, most hits filed as cytotoxic; HepG2 CAGA-GFP viability, ATP luminescence, 18 h; further: potency means the concentration at half of the fitted maximal effect; some results filed as inactive show a strong effect at the top dose
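HepG2 CAGA-GFP cells (1000/well, DMEM with 1% FBS) received compound, then TGF-beta at 500 pg/mL final, and were incubated 18 hours at 37 degrees C. Viability was read by CellTiter-Glo luminescence. Media-only wells were set as complete cell-killing and DMSO as no toxicity.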
ATXN2 expr inh: inhibitors of ATXN2 expression. AID 1745845. Potency, µM (top dose mostly 57 µM), for the others: top-dose activity change, negative = inhibition, actives largely listed as inhibitors. HEK-293 ATXN2-luciferase reporter, luminescence, 24 h. 360,000 compounds, 0.72% hits; further: potency means the concentration at half of the fitted maximal effect; on the % scale 0 is the no-effect control and ±100 the full control effect; nearly all actives have a fitted effect of over 55% in size
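ATXN2-luciferase reporter cells (luciferase flanked by upstream and downstream ATXN2 gene portions) were treated 24 h at 37 °C with compounds at up to 57 uM. SteadyGlo luminescence gave expression; GF-AFC fluorescence gave viability.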
IL-1B inflam inh: blocks inflammasome-driven IL-1 beta release; THP-1 LPS/ATP IL-1B secretion, AlphaLISA, 16 h; stronger effect = lower value; activity change, % at 57.5 µM; 360,000 compounds, 4.7% hits; in the data active means activity change below about -50%; inconclusive means mostly about -30% to -49%; further: on the % scale 0 is the no-effect control and ±100 the full control effect
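THP-1 cells pretreated 1 hr with compounds (up to 57.5 uM final), then stimulated with LPS (250 ng/mL final) plus ATP (1.25 mM final); secreted IL-1B measured by AlphaLISA after 16 hr, decreased signal indicating inhibition.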
HT1080 IDH1KD tx: kills HT-1080 cells with IDH1 knockdown. HT-1080 IDH1 knockdown viability, ATP luminescence, 48 h. Potency, µM (highest dose often 46.1 µM), without a hit: top-dose activity, negative = toxicity, most hits filed as cytotoxic. 360,000 compounds, 2% hits;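 further: potency means the concentration at half of the fitted maximal effect; 0% = DMSO wells and -100% = cell-free medium wells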
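Viability of IDH1-knockdown HT-1080 fibrosarcoma cells was assessed by CellTiter-Glo after 48 h at 37 °C with titrated compound; concentration-effect curves were classified by fit quality and response size.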
* marks the source's active call; other numbers are inactive results; i = inactive; ? = inconclusive; / = not tested or not shown; [ ] = another dose, or the depositor's remark. Unless noted, the call rests on the fitted dose curve; in most records, active means well fitted curve in the direction sought with a large enough effect; inconclusive means small, poorly fitted or top-dose-only effect, or another doubt; inactive means no such curve, though single readings can be large; an effect the other way counts as inactive or inconclusive.

SMILES	KB-3-1 tox	ATXN viability	HT1080NT lethal	MCF10A rereplic	SW480 rerep	HepG2 viability	ATXN2 expr inh	IL-1B inflam inh	HT1080 IDH1KD tx
CCCCCCC1(C)NC(=S)N(c2ccccc2)N1 (stereo not given)	?	i	-56.1%	-7.8%	-3.1%	6.9%	-19.2%	25.6	?
O=C1N[C@@H](Cc2ccccc2)COC(=O)[C@H](Cc2ccc(F)cc2)C/C=C\C[C@H]1CC(=O)N(CCO)Cc1ccccc1	0.0%	?	-24.0%	?	7.6%	-1.6%	?	-25.7	?
Cc1noc(C)c1NC(=O)N(C)C[C@@H]1Oc2ccc(NS(=O)(=O)c3c(C)noc3C)cc2C(=O)N([C@H](C)CO)C[C@H]1C	7.7%	i	-18.7%	-0.9%	3.6%	0.7%	11.6%	22.6	6.5%
CCN(CC)c1ccc(/C=N/NC(=O)Cc2cccs2)cc1	11.0%	i	-12.6%	-7.0%	-2.0%	-27.5%	8.6%	-3.7	-12.3%
O=C(NCCc1ccccc1)C1CCC(Cn2c(=O)c3ccccc3n(Cc3cccnc3)c2=O)CC1 (stereo not given)	-3.6%	i	-19.6%	1.2%	8.8%	-15.5%	-3.9%	3.0	-25.0%
Cc1cc(C(=O)OCC(=O)NC2CC2)ccc1[N+](=O)[O-]	-2.4%	i	6.9%	8.7%	-5.1%	3.6%	4.0%	20.1	18.5%
CCOc1ccccc1C(=O)Nc1ccc(S(=O)(=O)Nc2nccc(C)n2)cc1	9.2%	i	-10.9%	-1.5%	-1.3%	7.6%	-2.4%	19.9	-9.8%
CCOc1ccc2nc(SCC(=O)Nc3ccc(S(=O)(=O)N4CCCC4)cc3)c(C)cc2c1	-3.7%	i	-19.6%	11.7%	-3.6%	14.2%	3.3%	38.2	-12.3%
COc1ccc(S(=O)(=O)N2CCOCC2)cc1NC(=O)c1ccc(SC)cc1OC	0.0%	i	19.6%	/	/	2.8%	/	?	20.8%
CCCCc1cc(=O)oc2cc(C)cc(OCC(=O)NCc3ccccn3)c12	?	i	-3.2%	0.7%	-4.0%	-11.2%	-10.1%	-12.9	-4.5%
c1ccc(-c2noc(C3CCC3)n2)nc1	2.2%	i	6.5%	-4.1%	1.5%	-13.7%	23.6%	-0.8	14.3%
COc1cc(-c2nnc(COC(=O)CSCC(=O)Nc3cc(C)on3)o2)cc(OC)c1OC	-0.7%	i	10.1%	-2.4%	-4.6%	-12.2%	-0.6%	-1.5	0.6%
O=C1N=C(N2CCOCC2)S/C1=C/c1ccc(-c2ccc(F)cc2)o1	-0.7%	i	-29.5%	?	?	-36.5%	-22.1%	-23.3	?
CC(NC(=O)NNC(=O)c1ccncc1)(C(F)(F)F)C(F)(F)F	1.2%	i	-5.2%	-2.7%	-5.1%	-40.1%	-9.4%	6.7	-1.7%
COc1ccccc1NC1CCCCC1NS(=O)(=O)c1ccc(C)cc1 (stereo not given)	?	i	3.9%	0.1%	-6.5%	-12.6%	-3.3%	0.0	0.9%
CCCCn1c(-c2nn(C)c(C)c2Cl)n[nH]c1=S	-1.8%	i	9.4%	5.8%	-3.1%	-0.7%	-1.1%	-15.0	11.8%
COc1ccccc1NC(=O)C(C)OC(=O)c1cccc(-n2cnnn2)c1 (stereo not given)	3.2%	i	-8.6%	-1.3%	-126.9%[inhibitor]	-1.5%	-22.0%	34.0	2.3%
O=C(c1csc2c1CCCC2)N1CCN(c2ccc(F)cc2)CC1	-2.0%	i	-0.7%	?	10.6%	-35.8%	5.1%	14.1	-18.1%
COC(=O)c1ccc2c(c1)NC1=C(C(=O)CC(C)(C)C1)C(c1ccncc1)N2 (stereo not given)	23.7%	i	3.2%	-1.1%	?	-29.7%	19.6%	13.1	3.1%
CCCN1C(=O)/C(=C2\SC(N3CCCCC3)=NC2=O)c2ccccc21	-2.5%	?	-16.6%	20.9%	1.8%	-16.6%	52.8%[activator]	-55.3*	-29.1%
O=C(O)c1c(Cl)nc2ccccn12	0.1%	?	-0.4%	-2.2%	-25.6%	7.7%	/	2.1	5.7%
Cc1cc(C(=O)N2CCCC(N3CCN(c4cccc(C(F)(F)F)c4)CC3)C2)no1 (stereo not given)	/	i	7.8%	20.3%	-2.4%	19.3%	-0.6%	-8.2	9.7%
CC(C)CN(C(=O)COC(=O)c1ccccn1)c1c(N)n(Cc2ccccc2)c(=O)[nH]c1=O	-5.3%	i	-3.6%	0.1%	-0.3%	19.2%	-12.6%	-2.7	-5.3%
O=C(O)CC1=C(O)C(=O)N(c2ccccc2)C1c1ccc(Cl)cc1 (stereo not given)	0.4%	i	24.9%	-1.6%	-2.2%	6.5%	-0.1%	12.4	14.5%
COc1cc2c(cc1OC)C(=O)N1[C@H]3c4ccccc4OC[C@@H]3[C@H](c3ccccc3)[C@]1(C)C(=O)N2	-29.4%	?	4.1%	20.7%	?	-2.4%	-24.8%	?	-14.6%
Cc1cc(C(=O)COC(=O)C2=NN(c3ccccc3)C(=O)CC2)c(C)n1CC(F)(F)F	3.6%	i	0.0%	3.4%	3.1%	-5.2%	14.7%	34.1	-10.3%
CC1C=CCC2C(=O)N(c3cccc(C(=O)NCc4ccccc4)c3)C(=O)C12 (stereo not given)	-1.4%	i	11.5%	5.8%	1.3%	-2.3%	2.2%	6.1	5.2%
O=C(CSc1ccc(Cl)cc1)Nc1nnc(-c2cccc([N+](=O)[O-])c2)s1	-0.6%	i	6.5%	?	-11.8%	5.8%	-21.6%	-14.2	8.2%
C=CCC1NS(=O)(=O)OCC1C(C)C (stereo not given)	0.0%	i	-6.8%	19.4%	?	-34.4%	1.2%	15.8	3.0%
O=C1NC(=O)/C(=C/c2ccccc2Cl)N1	-3.9%	i	0.8%	8.0%	-3.8%	-13.7%	20.4%	2.5	4.0%

Brought forward from above: 4 compounds; new compounds follow.
SMILES	KB-3-1 tox	ATXN viability	HT1080NT lethal	MCF10A rereplic	SW480 rerep	HepG2 viability	ATXN2 expr inh	IL-1B inflam inh	HT1080 IDH1KD tx
CC1C=CCC2C(=O)N(c3cccc(C(=O)NCc4ccccc4)c3)C(=O)C12 (stereo not given)	-1.4%	i	11.5%	5.8%	1.3%	-2.3%	2.2%	6.1	5.2%
O=C(CSc1ccc(Cl)cc1)Nc1nnc(-c2cccc([N+](=O)[O-])c2)s1	-0.6%	i	6.5%	?	-11.8%	5.8%	-21.6%	-14.2	8.2%
C=CCC1NS(=O)(=O)OCC1C(C)C (stereo not given)	0.0%	i	-6.8%	19.4%	?	-34.4%	1.2%	15.8	3.0%
O=C1NC(=O)/C(=C/c2ccccc2Cl)N1	-3.9%	i	0.8%	8.0%	-3.8%	-13.7%	20.4%	2.5	4.0%
O=C(O)/C=C/c1coc2ccc(F)cc2c1=O	11.4%	i	15.6%	10.2%	-8.4%	6.6%	-3.1%	2.4	25.0%
CCCOc1ccccc1-c1nc(SCC(=O)c2ccccc2)n[nH]1	1.3%	i	/	/	/	-13.8%	-1.2%	/	/
Cc1ccccc1C(=O)NC(=S)Nc1ccc(S(=O)(=O)N2CCOCC2)cc1	-12.7%	i	-0.3%	3.1%	6.2%	-9.1%	-35.2%	?	-12.8%
Cc1cc(C)cc(NC(=O)CCn2c(=O)c3cccn3c3ccccc32)c1	9.2µM*	i	-17.7%	8.2µM*	-12.6%	-70.3%	/	20.3	?
Cn1c(CCNC(=O)c2ccco2)nc2cc(NC(=O)c3ccccc3)ccc21	-0.3%	i	-13.9%	-2.9%	0.4%	-25.0%	-1.4%	41.4	-4.5%
COc1cccc(C2CC(=O)N3CN(c4cccc(Cl)c4C)CSC3=C2C#N)c1OC (stereo not given)	34.1%	i	28.0%	-1.7%	-1.0%	-68.4%	-2.4%	17.8	-1.8%
Cc1ccc2nc3sc(C(=O)NCc4ccco4)c(N)c3cc2c1	-1.4%	i	-14.7%	?	3.0%	-14.0%	6.6%	-8.2	-17.6%
Clc1ccc(-c2nc3ccccn3c2Nc2ccc3c(c2)OCCO3)s1	1.7%	i	/	/	/	-11.6%	32.9%[activator]	/	/
O=C1Nc2ccccc2C12OCCCCO2	5.8%	i	16.7%	1.8%	-5.0%	2.6%	2.1%	0.0	13.8%
OCCCN1CNC(=S)NC1	11.4%	i	9.4%	/	/	-3.2%	/	-2.8	3.1%
O=C(COC(=O)c1nc(Cl)ccc1Cl)NC(=O)c1ccccc1	13.6%	i	10.1%	-2.9%	-1.1%	-9.7%	0.2%	43.5	9.6%
COc1ccc(N2CCN(Cc3cc(=O)c(OCC(=O)Nc4ccccc4)co3)CC2)cc1	-27.6%	i	20.6%	11.3%	3.1%	2.3%	-3.3%	20.2	27.6%
COc1ccc(CN2CCN(C3CCC3)CC2CCO)c(F)c1 (stereo not given)	0.4%	i	-2.8%	1.1%	-9.7%	4.4%	/	20.0	-5.6%
Cc1ccc(NC(=O)CSCC(=O)Nc2cc(Cl)ccc2N2CCOCC2)cc1	-21.0%	i	-29.2%	-0.9%	-24.6%	-7.2%	-5.5%	-18.1	-19.8%
COc1ccc(CN2CCOC2=O)cc1OC	4.1%	?	20.0%	-11.8%	?	5.1%	-3.4%	6.2	17.9%
O=C1CC(c2ccccc2)CC(O)=C1C=Nc1ccccc1Cl (stereo not given)	-3.0%	i	-6.1%	-1.1%	3.9%	-26.7%	-3.7%	7.0	-6.2%
Cc1cc(C)c(S(=O)(=O)N2CCCOC2CNC(=O)C(=O)NCc2ccco2)c(C)c1 (stereo not given)	3.8%	i	10.1%	-9.0%	-10.9%	-9.9%	-13.3%	-2.2	11.1%
COCCN(C(=O)COC(=O)CSc1ccc(Cl)cc1)c1c(N)n(Cc2ccccc2)c(=O)[nH]c1=O	1.2%	i	0.0%	-2.6%	-1.4%	-0.7%	-8.4%	-10.2	-10.2%
CCn1c(CC(=O)Nc2cccc(Cl)c2Cl)nnc1SCCOc1ccc(OC)cc1	8.1%	i	12.4%	4.4%	-9.0%	3.7%	12.1%	26.4	0.9%
